Cav3 T inh: Cav3.2 calcium influx blockers – cell-based, Fluo-4 calcium fluorescence, FDSS, MLSMR library, primary screen; B-score at 10 µM; Cav3.2-expressing cells; stronger effect = lower value; AID 449739, 2010; 100,000 compounds, 4% hits;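 active = single-dose well whose peak fluorescence ratio is a statistical outlier from its plate by either plate-standardised score or position-corrected B-score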
Target sequence (O95180 whole entry, looked up): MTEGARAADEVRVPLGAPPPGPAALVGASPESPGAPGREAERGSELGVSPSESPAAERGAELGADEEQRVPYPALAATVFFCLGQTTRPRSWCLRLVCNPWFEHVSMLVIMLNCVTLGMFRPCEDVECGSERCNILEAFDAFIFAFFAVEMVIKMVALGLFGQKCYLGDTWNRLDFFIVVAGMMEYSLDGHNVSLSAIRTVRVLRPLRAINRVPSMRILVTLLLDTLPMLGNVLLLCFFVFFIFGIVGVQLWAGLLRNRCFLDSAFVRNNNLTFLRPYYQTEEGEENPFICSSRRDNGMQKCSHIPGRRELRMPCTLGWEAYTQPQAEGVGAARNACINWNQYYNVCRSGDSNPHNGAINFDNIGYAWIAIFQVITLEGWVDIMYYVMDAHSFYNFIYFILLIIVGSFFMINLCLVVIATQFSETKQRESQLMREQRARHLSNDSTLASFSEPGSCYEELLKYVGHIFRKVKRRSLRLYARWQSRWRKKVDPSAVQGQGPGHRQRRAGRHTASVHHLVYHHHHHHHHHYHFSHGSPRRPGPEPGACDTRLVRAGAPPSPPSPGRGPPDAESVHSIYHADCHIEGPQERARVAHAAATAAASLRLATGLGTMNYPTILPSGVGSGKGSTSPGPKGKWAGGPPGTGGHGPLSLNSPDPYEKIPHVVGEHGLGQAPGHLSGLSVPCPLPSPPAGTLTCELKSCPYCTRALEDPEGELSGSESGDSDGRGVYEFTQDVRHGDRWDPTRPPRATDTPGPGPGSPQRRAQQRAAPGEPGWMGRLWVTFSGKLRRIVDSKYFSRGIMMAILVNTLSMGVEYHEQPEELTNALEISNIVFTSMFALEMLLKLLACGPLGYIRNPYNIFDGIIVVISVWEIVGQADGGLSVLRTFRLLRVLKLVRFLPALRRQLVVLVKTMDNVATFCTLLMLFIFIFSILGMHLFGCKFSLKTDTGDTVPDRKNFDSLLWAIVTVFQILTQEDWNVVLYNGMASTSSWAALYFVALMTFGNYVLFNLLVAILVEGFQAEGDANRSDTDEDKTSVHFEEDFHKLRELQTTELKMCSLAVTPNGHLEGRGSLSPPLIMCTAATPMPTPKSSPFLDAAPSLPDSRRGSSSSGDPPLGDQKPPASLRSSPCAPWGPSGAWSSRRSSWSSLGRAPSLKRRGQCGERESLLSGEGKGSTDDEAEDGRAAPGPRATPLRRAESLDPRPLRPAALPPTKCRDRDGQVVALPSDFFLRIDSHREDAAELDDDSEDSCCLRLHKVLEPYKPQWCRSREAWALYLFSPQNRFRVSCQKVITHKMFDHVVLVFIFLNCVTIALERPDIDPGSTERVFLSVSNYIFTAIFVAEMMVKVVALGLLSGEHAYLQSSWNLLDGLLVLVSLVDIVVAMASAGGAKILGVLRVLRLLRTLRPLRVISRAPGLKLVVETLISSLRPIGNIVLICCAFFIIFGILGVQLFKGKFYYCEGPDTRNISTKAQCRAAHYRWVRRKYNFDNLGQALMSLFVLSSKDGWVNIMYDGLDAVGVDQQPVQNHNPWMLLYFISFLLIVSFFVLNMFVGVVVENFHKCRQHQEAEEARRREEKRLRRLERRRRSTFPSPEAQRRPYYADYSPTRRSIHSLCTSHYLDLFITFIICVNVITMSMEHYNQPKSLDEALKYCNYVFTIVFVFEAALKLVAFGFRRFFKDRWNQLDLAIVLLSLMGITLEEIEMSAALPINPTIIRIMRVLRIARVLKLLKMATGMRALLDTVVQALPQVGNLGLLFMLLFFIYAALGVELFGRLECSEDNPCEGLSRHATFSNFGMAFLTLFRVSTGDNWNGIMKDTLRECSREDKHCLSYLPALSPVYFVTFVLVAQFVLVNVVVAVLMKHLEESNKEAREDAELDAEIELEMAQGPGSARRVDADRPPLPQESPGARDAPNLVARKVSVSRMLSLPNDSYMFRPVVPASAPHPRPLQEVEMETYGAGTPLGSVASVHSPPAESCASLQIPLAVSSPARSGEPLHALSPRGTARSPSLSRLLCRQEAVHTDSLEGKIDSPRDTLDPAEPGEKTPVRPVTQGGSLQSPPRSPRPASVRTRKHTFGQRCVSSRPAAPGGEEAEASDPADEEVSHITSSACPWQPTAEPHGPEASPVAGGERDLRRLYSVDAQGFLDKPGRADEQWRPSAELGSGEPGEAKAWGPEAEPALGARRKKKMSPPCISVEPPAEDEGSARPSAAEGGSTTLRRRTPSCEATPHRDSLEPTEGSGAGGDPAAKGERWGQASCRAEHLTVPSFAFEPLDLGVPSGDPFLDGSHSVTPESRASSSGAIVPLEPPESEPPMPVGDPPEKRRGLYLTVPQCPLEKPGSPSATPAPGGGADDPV
* = called active by the depositor. These rows are one share of the data. The share of hits here may be higher or lower than overall.

For NC(=O)C1(NC(=O)[C@@H]2CC3(CC(c4cccc(NC(=O)c5cc([N+](=O)[O-])cc([N+](=O)[O-])c5)c4)=NO3)CN2C(=O)c2ccccc2)CC1 (stereo not given in full) the results were Cav3 T inh -0.13.
C/C(=N/NC(=O)c1cccs1)c1ccc(NC(=O)COc2ccc(Cl)cc2Cl)cc1 was read as Cav3 T inh -0.11.
O=C(Nc1ccc(N2CCN(Cc3ccccc3Cl)CC2)cc1)c1cccnc1 was read as Cav3 T inh 0.27.
CCCc1nc2oc3c(NCCOCCO)ncnc3c2c2c1COC(C)(C)C2 was read as Cav3 T inh 1.6.
For CCOC(=O)C1=NN(c2ccccc2)C(c2ccccc2)CC1=O (stereo not given) the results were Cav3 T inh 0.028.
Cc1cc(NC(=O)C2CC(c3cccc(Br)c3)=NO2)no1 (stereo not given) was read as Cav3 T inh -0.098.
Screening CC(=O)CCc1ccc2oc(C(=O)O)c(C)c2c1 returned Cav3 T inh 0.36.
CCN1CCN(CCCNC(=O)C2c3ccccc3C(=O)N(C)C2c2ccc(OC)cc2)CC1 (stereo not given) was read as Cav3 T inh -5.6*.
CC(C)(C)n1ncc2c(=O)n(Cc3ccc(Cl)cc3Cl)cnc21 was read as Cav3 T inh -1.6.
For Cn1c(N)c(C(=O)COC(=O)C2CCC(C(C)(C)C)CC2)c(=O)n(C)c1=O (stereo not given) the results were Cav3 T inh -0.37.
Screening NC(=O)[C@H]1CC2(CC(c3cccc(NC(=O)COc4ccc(Cl)cc4)c3)=NO2)CN1C(=O)[C@H]1CCC(=O)N1 (stereo not given in full) returned Cav3 T inh 0.89.
`COC(=O)CSc1nc2ccccc2c(=O)n1C` gave Cav3 T inh 0.66.
O=C(Nc1ccc2c(c1)oc1ccc(S(=O)(=O)N3CCCC3)cc12)C1CC1 was read as Cav3 T inh -0.67.
`CN(C)S(=O)(=O)c1ccc(NC(=O)COC(=O)c2ccccn2)cc1` gave Cav3 T inh 1.2.
For CSCCC(NC(=O)c1ccccc1)C(=O)OCC(=O)Nc1ccc(C)c(Cl)c1 (stereo not given) the results were Cav3 T inh -3.
Screening COc1ccccc1NC(=S)NCCc1ccc(Cl)cc1 returned Cav3 T inh -3.3.
For CC12CC(NC(=O)N1CCc1ccccc1)c1cc(Cl)ccc1O2 (stereo not given) the results were Cav3 T inh -0.59.
`CC(C)OC(=O)C1CC=CCC1C(=O)Nc1ccc(Cl)cc1` (stereo not given) gave Cav3 T inh -0.28.
Screening COCCOC(=O)C1=C(C)N=C2SCCC(=O)N2C1c1cccc(Br)c1 (stereo not given) returned Cav3 T inh -1.2.
Screening O=C(C(Cc1ccccc1)n1cccc1)N1CCN(c2ccccc2)CC1 (stereo not given) returned Cav3 T inh -4.6.
Cn1c(N2CCCC2)nc2c1c(=O)n(Cc1cccc(F)c1)c(=O)n2C was read as Cav3 T inh 1.6.
Screening O=C(CN1CCSCC1)N1CCc2[nH]c3ccc(Br)cc3c2C1 returned Cav3 T inh -0.82.
Screening C=CCNc1nc2c(c(=O)n(C)c(=O)n2C)n1CC returned Cav3 T inh -0.48.
`CC1CCN(C(=O)c2ccc3c(c2NCCO)C(=O)c2ccccc2C3=O)CC1` gave Cav3 T inh 2.
For Cc1cccc(C(=O)O/N=C2\CCS(=O)(=O)c3sccc32)c1 the results were Cav3 T inh 0.19.
For NC(=O)C1(N2CCCCC2)CCN(CC(=O)Nc2ccccc2Sc2ccccc2)CC1 the results were Cav3 T inh 0.13.
`C(=C\c1ccccc1)/C=N/Nc1nc2ccccc2s1` gave Cav3 T inh 0.42.
O=C(CCCN1C(=O)c2ccccc2C1=O)Oc1ccc(Cl)cc1 was read as Cav3 T inh 0.1.
Screening COc1ccc(-c2nnc(SCC(=O)NC3CCCCC3)o2)cc1OC returned Cav3 T inh 0.5.
`Cc1oc2c(CN3CCOCC3)c(O)ccc2c(=O)c1-c1ccc(Br)cc1` gave Cav3 T inh -0.32.
For CC(C)(C)c1csc(SCC(=O)Nc2ccc(Cl)cn2)n1 the results were Cav3 T inh -3.4.
CCOC(=O)CN1C(=O)N[C@@H](c2ccccc2)C(C(C)=O)=C1C was read as Cav3 T inh 1.3.
Cc1ccc(NC(=S)NN2CCOCC2)c(C)c1 was read as Cav3 T inh 0.11.
Screening Cc1nn(-c2ccccc2)c(OC(=O)c2cccs2)c1S(=O)(=O)c1ccccc1 returned Cav3 T inh -2.2.
N#CC1=C(N)SC(N)=C(C#N)C1c1c(Cl)cccc1Cl was read as Cav3 T inh 0.85.
Cc1ccc(S(=O)(=O)/N=C(/Nc2ccccn2)c2ccc(Cl)cc2)cc1 was read as Cav3 T inh 1.2.
For O=C(CSc1nnnn1-c1ccc(F)cc1)Nc1ccc(N2CCOCC2)c(Cl)c1 the results were Cav3 T inh -2.
Screening COC(=O)c1ccc(C2C(Oc3ccccc3C)C(=O)N2CCc2ccc(OC)c(OC)c2)cc1 (stereo not given) returned Cav3 T inh -3.
For COc1ccc2nc(NC(=O)c3cc(C)oc3C)sc2c1 the results were Cav3 T inh -0.04.
COC(=O)/C=C/CSC1=N/C(=C/c2ccc(-n3cncn3)cc2)C(=O)N1 was read as Cav3 T inh 0.34.
Screening C#CCOCCOCCOCCNc1nc(N2CCN(C(=O)[C@H](CCCCN)n3cc([C@@H](N)C(C)CC)nn3)CC2)nc(N2CCN(C(=O)[C@H](Cc3ccc(O)cc3)n3cc([C@@H](N)C(C)CC)nn3)CC2)n1 (stereo not given in full) returned Cav3 T inh 0.89.
COC(=O)Nc1sccc1C(=O)Nc1sccc1C(=O)OC was read as Cav3 T inh 0.004.
CC(C)n1c(-c2cccnc2)nc2cnccc21 was read as Cav3 T inh 0.73.
Clc1ccc(-c2nnc(-c3ccccc3)o2)c(Cl)c1 was read as Cav3 T inh -2.2.
Screening CCOc1ccc(NS(=O)(=O)c2ccc(OCC(=O)NCCCOC)cc2)cc1 returned Cav3 T inh 0.44.
`CCc1ccc(NC(=O)c2ccccc2NC(=O)C2CCCO2)cc1` (stereo not given) gave Cav3 T inh 1.2.
Screening CCCCNS(=O)(=O)c1ccc2nc(SCC(=O)c3ccccc3OC)[nH]c2c1 returned Cav3 T inh -4.
O=C(/C=C/NNC(=O)c1ccc(Br)cc1)c1ccccc1 was read as Cav3 T inh -0.36.
For FC(F)(F)c1cccc(-c2noc(CN3CCOCC3)n2)c1 the results were Cav3 T inh 1.3.
For O=C(c1cccc2c1C(=O)N(Cc1cccnc1)C2)N1CCN(c2ccccc2)CC1 the results were Cav3 T inh 0.85.
For O=S(=O)(NCCCCCNS(=O)(=O)c1ccc(F)cc1)c1ccc(F)cc1 the results were Cav3 T inh -5.8*.
Screening Cc1ccc2oc(=O)n(CC(=O)OC(C)C)c2c1 returned Cav3 T inh 0.49.
CC(C)Nc1nc(NC(C)C)nc(N(C)C#N)n1 was read as Cav3 T inh -0.81.
`Clc1ccccc1COc1ccccc1-c1nnco1` gave Cav3 T inh -0.57.
Screening CCOC(=O)CN1CC23C=CC(O2)C(C(=O)Nc2ccc4c(c2)OCO4)C3C1=O (stereo not given) returned Cav3 T inh -0.16.
Screening COc1cccc(N2CC(O)Cn3c2nc2c3c(=O)n(CCCc3ccccc3)c(=O)n2C)c1 (stereo not given) returned Cav3 T inh -2.5.
`CSc1ccc(NC(=O)N2CCN(c3nc4ccccc4s3)CC2)cc1` gave Cav3 T inh 1.7.
For N#CCCNC(=O)CCN1CCCCC1 the results were Cav3 T inh -0.063.
`COc1ccccc1NC(=O)CN(c1ccc(C)cc1)S(=O)(=O)c1c(C)n[nH]c1C` gave Cav3 T inh -1.4.
Screening Cc1cc(N2CCC(C(N)=O)CC2)nc(-c2ccccc2)n1 returned Cav3 T inh 1.2.

Quoted from the entries so far, 15 compounds:
`CCc1ccc(NC(=O)c2ccccc2NC(=O)C2CCCO2)cc1` (stereo not given) gave Cav3 T inh 1.2.
Screening CCCCNS(=O)(=O)c1ccc2nc(SCC(=O)c3ccccc3OC)[nH]c2c1 returned Cav3 T inh -4.
O=C(/C=C/NNC(=O)c1ccc(Br)cc1)c1ccccc1 was read as Cav3 T inh -0.36.
For FC(F)(F)c1cccc(-c2noc(CN3CCOCC3)n2)c1 the results were Cav3 T inh 1.3.
For O=C(c1cccc2c1C(=O)N(Cc1cccnc1)C2)N1CCN(c2ccccc2)CC1 the results were Cav3 T inh 0.85.
For O=S(=O)(NCCCCCNS(=O)(=O)c1ccc(F)cc1)c1ccc(F)cc1 the results were Cav3 T inh -5.8*.
Screening Cc1ccc2oc(=O)n(CC(=O)OC(C)C)c2c1 returned Cav3 T inh 0.49.
CC(C)Nc1nc(NC(C)C)nc(N(C)C#N)n1 was read as Cav3 T inh -0.81.
`Clc1ccccc1COc1ccccc1-c1nnco1` gave Cav3 T inh -0.57.
Screening CCOC(=O)CN1CC23C=CC(O2)C(C(=O)Nc2ccc4c(c2)OCO4)C3C1=O (stereo not given) returned Cav3 T inh -0.16.
Screening COc1cccc(N2CC(O)Cn3c2nc2c3c(=O)n(CCCc3ccccc3)c(=O)n2C)c1 (stereo not given) returned Cav3 T inh -2.5.
`CSc1ccc(NC(=O)N2CCN(c3nc4ccccc4s3)CC2)cc1` gave Cav3 T inh 1.7.
For N#CCCNC(=O)CCN1CCCCC1 the results were Cav3 T inh -0.063.
`COc1ccccc1NC(=O)CN(c1ccc(C)cc1)S(=O)(=O)c1c(C)n[nH]c1C` gave Cav3 T inh -1.4.
Screening Cc1cc(N2CCC(C(N)=O)CC2)nc(-c2ccccc2)n1 returned Cav3 T inh 1.2.

Continued.
Screening O=C(N1CCOCC1)C(F)(F)C(=O)N1CCOCC1 returned Cav3 T inh 0.28.
For N#Cc1c(SCC(N)=O)nsc1SCc1ccccc1Cl the results were Cav3 T inh -0.0015.
Screening C=CCn1c(SCC(=O)N2CCOCC2)nc2sc3c(c2c1=O)CCCC3 returned Cav3 T inh 0.48.
Screening Cc1c(Cl)cccc1-n1c(SCC(=O)NCc2ccccc2Cl)nnc1-c1ccncc1 returned Cav3 T inh -3.8.
`O=c1[nH]c2ccc(S(=O)(=O)N3CCN(c4ccccc4)CC3)cc2[nH]c1=O` gave Cav3 T inh 0.23.
COc1cccc2cc(C(=O)C3=C(O)C(=O)N(CCN(C)C)C3c3ccc(F)cc3)oc12 (stereo not given) was read as Cav3 T inh 0.12.
Screening O=C(OCc1cn(-c2ccc(Cl)c(Cl)c2)nn1)c1ccccc1 returned Cav3 T inh -0.97.
CC(C)(CO)NC(=O)CCCOc1ccc(Cl)cc1Cl was read as Cav3 T inh -0.056.
For COc1cccc2c1C(=O)c1c(O)c3c(c(O)c1C2=O)C[C@@](O)(C(=O)CO)C[C@@H]3O[C@H]1C[C@H](N)[C@@H](O)[C@H](C)O1 the results were Cav3 T inh -5.6*.
Screening O=C(COC(=O)COc1ccccc1[N+](=O)[O-])Nc1ccc(S(=O)(=O)N2CCCCC2)cc1 returned Cav3 T inh -0.7.
Screening Cc1cc(=O)oc2cc(OC(=O)c3ccccc3)ccc12 returned Cav3 T inh -1.6.
CCN1C(=O)/C(=C2\SC(=S)N(CC3CCCO3)C2=O)c2ccccc21 (stereo not given) was read as Cav3 T inh -2.9.
`c1ccc2c(c1)Sc1ccccc1-n1cnnc1-2` gave Cav3 T inh 0.24.
COc1ccc(S(=O)(=O)N(C)CC(=O)Nc2ccccc2SC)cc1 was read as Cav3 T inh 0.53.
For O=C(c1ccco1)N1c2ccccc2Sc2ccccc21 the results were Cav3 T inh -4.7*.
Screening O=[N+]([O-])c1cccnc1NCCNc1ncc(C(F)(F)F)cc1Cl returned Cav3 T inh -0.14.
For CCOCc1nnc(NC(=O)c2ccc(OC)cc2)s1 the results were Cav3 T inh 0.033.
`Cc1ccc(-c2[nH]n3c(=O)c4c(nc3c2C)CCCC4)cc1` gave Cav3 T inh -0.54.
For Cc1noc(C)c1S(=O)(=O)Nc1ccc(C(=O)NC2CCCCC2)cc1 the results were Cav3 T inh 0.94.
COc1ccc(CCN2C(=O)C3C4CC(C5C(C(N)=O)=NOC45)C3C2=O)cc1OC (stereo not given) was read as Cav3 T inh 0.34.
`O=C(O)C1SCCN1S(=O)(=O)c1ccc2ccccc2c1` (stereo not given) gave Cav3 T inh -0.25.
For C#CCOCCOCCOCCNc1nc(OC)nc(N2CCN(C(=O)[C@H](CCCCN)n3cc(C(N)CO)nn3)CC2)n1 (stereo not given in full) the results were Cav3 T inh -1.1.
`COCc1cc(Sc2ccc(Br)cc2)nc(-c2ccccc2)n1` gave Cav3 T inh -0.61.
Nc1cc(C(=O)OCC(=O)NCc2ccco2)ccc1Cl was read as Cav3 T inh 0.74.
Screening Cc1cccc2cc(COC(=O)c3ccco3)c(=O)[nH]c12 returned Cav3 T inh -0.22.
Screening O=C(O)C1=C[C@@H](C2CCCCC2)C[C@@H](OCc2ccc(CO)cc2)O1 returned Cav3 T inh 0.21.
For COc1ccc(Cn2nnnc2C(c2ccccc2Cl)N2CCN(C)CC2)cc1 (stereo not given) the results were Cav3 T inh 0.94.
`Cc1ccc(OCC(=O)NNC(=O)CCC(=O)NCc2ccccc2)cc1` gave Cav3 T inh -1.5.
Screening CCN(Cc1cc2ccc(C)cc2[nH]c1=O)C(=O)c1ccncc1 returned Cav3 T inh 0.49.
CCOC(=O)C1CCCN(S(=O)(=O)c2ccc(Br)c(OC)c2)C1 (stereo not given) was read as Cav3 T inh -1.3.
For Cc1ccc(S(=O)(=O)NC(CN2CCOCC2)=NCCNS(=O)(=O)c2ccccc2)cc1 the results were Cav3 T inh -0.016.
Screening CS(=O)(=O)NCCCc1ccccc1 returned Cav3 T inh 1.2.
CCO[C@H]1OC(C(=O)NCc2nc3ccccc3[nH]2)=C[C@@H](c2cn(C(C)=O)c3ccccc23)[C@@H]1CCCO was read as Cav3 T inh -2.2.
`COCCN1C=C2C(=O)C(C)(OC(=O)CCC(=O)OC)C(=O)C(Br)=C2C=C1c1ccc(OC)cc1` (stereo not given) gave Cav3 T inh 0.23.
CC(C)CN1C=C2C(=O)C(C)(OC(=O)C3CCCC3)C(=O)C=C2C=C1c1ccsc1 (stereo not given) was read as Cav3 T inh 0.057.
`Cn1c(=O)c2c(nc(Sc3ncccn3)n2Cc2ccccc2Cl)n(C)c1=O` gave Cav3 T inh 0.39.

Source: PubChem BioAssay (Vanderbilt High Throughput Screening Facility)
